# Source: PubChem (several laboratories)
# HDAC3 inh – human HDAC3 inhibition; AID 2718; O15379; inhibition, % at 8.3 µM; actives 0.15% (n = 320,000); recombinant HDAC3, fluorogenic peptide/trypsin coupled, fluorescence; in the data active = inhibition above about 26%, passing the limit was not always enough; inconclusive = no clear call, values can overlap the other calls
# Target sequence (O15379 whole entry, looked up): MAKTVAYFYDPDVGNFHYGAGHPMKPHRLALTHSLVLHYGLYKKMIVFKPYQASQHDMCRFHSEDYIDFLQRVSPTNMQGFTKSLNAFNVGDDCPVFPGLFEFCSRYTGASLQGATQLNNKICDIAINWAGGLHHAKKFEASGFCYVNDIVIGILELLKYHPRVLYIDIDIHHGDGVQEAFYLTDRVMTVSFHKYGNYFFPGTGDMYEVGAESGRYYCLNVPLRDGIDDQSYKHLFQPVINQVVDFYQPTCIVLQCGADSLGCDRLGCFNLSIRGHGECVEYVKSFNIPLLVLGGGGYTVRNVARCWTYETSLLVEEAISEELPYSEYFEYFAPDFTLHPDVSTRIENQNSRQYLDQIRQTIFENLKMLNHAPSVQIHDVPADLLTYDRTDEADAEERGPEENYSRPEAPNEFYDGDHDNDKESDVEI
# MrgX1 antagonist – blocks BAM8-22 activation of human MrgX1 receptor | actives 1.3% (n = 310,000) | MRGX1-HEK293 calcium flux, Fluo-4, BAM8-22 antagonism; active compounds read low | B-score at 10 µM | AID 588676;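 active = calcium-response B-score plate-corrected more than 3 library SD below zero, starting fluorescence within 5 deviations, no agonist response on first addition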;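 also: peak minus trough fluorescence over baseline after final BAM8-22 challenge near maximal dose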
# Target sequence (Q96LB2 whole entry, looked up): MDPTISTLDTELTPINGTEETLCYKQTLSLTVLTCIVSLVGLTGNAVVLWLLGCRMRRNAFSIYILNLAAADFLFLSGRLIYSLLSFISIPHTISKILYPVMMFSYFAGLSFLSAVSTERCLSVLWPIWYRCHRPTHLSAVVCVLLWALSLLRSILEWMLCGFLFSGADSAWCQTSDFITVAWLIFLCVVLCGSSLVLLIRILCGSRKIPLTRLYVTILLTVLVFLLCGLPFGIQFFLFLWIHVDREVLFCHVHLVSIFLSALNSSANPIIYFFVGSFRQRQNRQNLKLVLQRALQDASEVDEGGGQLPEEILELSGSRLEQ
# MrgX1 PAM – allosterically activates human MrgX1 receptor signaling; Q96LB2; MrgX1-HEK293, Fluo-4 calcium flux, FDSS; active compounds read high; B-score at 10 µM; actives 0.63% (n = 310,000); AID 588675;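 active = plate-corrected calcium response at least 3 library SD above typical, normal starting fluorescence, not activating the receptor alone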;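 also: compound read alongside a low EC10 to EC30 dose of BAM8-22 agonist; peak minus trough fluorescence over baseline measured at the second addition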
# RGS4 pot – RGS4 potentiation or activation; HEK293 M3R/inducible RGS4, carbachol calcium flux Fluo4; active compounds read low; B-score at 10 µM; actives 0.92% (n = 310,000);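 active = B-score of the integrated calcium signal more than 4 SD below the library mean, with starting fluorescence not abnormally high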;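 also: negative B-score means reduced calcium response which marks RGS4 activation or potentiation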
#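 Also added: carbachol at ECmax as muscarinic agonist stimulus; Assay system: HEK293 cells with stable M3R and inducible RGS4; Timing: overnight RGS4 induction, 30 min dye load 37 °C, 20 min compound RT; Measured by: Fluo4-AM (2 µM) calcium-flux fluorescence, kinetic read.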
# RGS4 block – inhibitors of human RGS4; HEK293 M3R/RGS4 inducible, Fluo-4 calcium flux; active compounds read high; triggered by carbachol at its EC20; AID 463165; P49798; actives 0.45% (n = 310,000); B-score at 10 µM;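 active = B-score, a plate-corrected calcium signal, over three deviations above library mean, with baseline fluorescence within five deviations of library mean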;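 also: RGS4 expression induced by doxycycline in cells with stable M3 receptor; B-score is computed from the integrated fluorescence ratio over baseline after carbachol; higher B-score means a larger calcium signal and so more RGS4 inhibition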
# Target sequence (P49798 whole entry, looked up): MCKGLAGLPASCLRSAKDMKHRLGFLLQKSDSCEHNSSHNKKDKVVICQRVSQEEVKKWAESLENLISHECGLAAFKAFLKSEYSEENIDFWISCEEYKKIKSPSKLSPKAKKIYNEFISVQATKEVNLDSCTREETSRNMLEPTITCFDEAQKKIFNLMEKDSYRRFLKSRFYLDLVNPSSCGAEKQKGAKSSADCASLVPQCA
# TRPC6 act – activates the mouse TRPC6 cation channel; Q61143; HEK293-TRPC6 membrane potential dye fluorescence; active compounds read high; B-score at 10 µM; actives 0.13% (n = 310,000);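 active = B-score of the integrated fluorescence ratio above library mean plus 3 SD, and starting fluorescence ratio within library mean plus 5 SD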;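 also: higher score means more depolarization so channel activation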
# ANO1 block – mouse TMEM16A channel inhibition, primary screen; Q8BHY3; HEK293 TMEM16A/YFP iodide influx fluorescence, ionomycin; actives 1.2% (n = 310,000); AID 588511; normalized B-score (activity score, 25-100; higher = stronger inhibition) at 10 µM;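 active = ratio plate-corrected score three or more library SD toward inhibition, starting fluorescence score within five deviations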;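 also: score derived from kinetic fluorescence span divided by baseline fluorescence per well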
# SKKanGAS inh – SKKanGAS growth inhibition. AID 1662. S. pyogenes SKKanGAS, kanamycin growth, BacTiter-Glo, 6 h. inhibition, % at 7.5 µM. actives 1.3% (n = 300,000);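 active = mean replicate score, as percent of positive control median, at least 50; inconclusive = mean below 50 but one replicate at or above 50; inactive = mean and every replicate below 50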;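 also: strain carries kanamycin resistance gene driven by streptokinase promoter and grows in 40 µg/ml kanamycin; loss of luminescence reflects streptokinase promoter inhibition or plain growth inhibition; 0% = median of DMSO wells and 100% = positive control at its reference dose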
# ANO1 activ – activators or potentiators of mouse TMEM16A chloride channel; Q8BHY3; HEK293 TMEM16A/YFP-H148Q/I152L, iodide quench fluorescence; active compounds read low; B-score at 10 µM; actives 0.3% (n = 340,000);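 active = fluorescence-ratio B-score plate-corrected deviation score at least 3 library SD below zero, with starting fluorescence score within 5 deviations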;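 also: channel opened by trigger with iodide after compound preincubation; score built on the fluorescence ratio of max minus min over baseline; more negative score means more quench and so TMEM16A activation or potentiation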
# TRPC6 inhibitor – blocks the mouse TRPC6 cation channel; actives 1.1% (n = 310,000); HEK293-TRPC6, membrane potential dye, ACh-evoked depolarization; active compounds read low; AID 2553; B-score at 10 µM;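 active = B-score under library mean minus 3 SD, initial fluorescence not abnormally high, positive integrated signal ratio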;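 also: B-score derived from integrated fluorescence ratio over the kinetic read; more negative B-score means stronger inhibition of depolarization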
# MrgX1 ag – activates human MrgX1 receptor signaling; Q96LB2; MrgX1-HEK293 cells, Fluo-4 calcium fluorescence, agonist mode; active compounds read high; B-score at 10 µM; actives 0.44% (n = 310,000);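 active = calcium response B-score plate-corrected fluorescence ratio at least 3 library SD, with starting fluorescence B-score inside 5 SD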
#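 Material: HEK293 cells stably expressing human MrgX1 receptor | Quantity: 15,000 cells per well | Times: Cells plated overnight, dye loaded 0.5 h 37 °C, 0.5 h room temperature | Measured by: Kinetic Fluo-4 NW fluorescence of intracellular calcium | Control set: Positive and negative controls per plate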
# * marks the source's active call; other numbers are inactive results; i = inactive; ? = inconclusive; · = not tested or not shown.
SMILES,HDAC3 inh,MrgX1 antagonist,MrgX1 PAM,RGS4 pot,RGS4 block,TRPC6 act,ANO1 block,SKKanGAS inh,ANO1 activ,TRPC6 inhibitor,MrgX1 ag
CC(C)SCc1nc2ccccc2[nH]1,-1,i,i,·,·,·,i,·,i,·,i
CC(C)Nc1nc(Oc2ccc(Cl)cc2Cl)cc(C(F)(F)F)n1,12,i,i,i,i,i,i,79*,i,i,i
COc1ccc(C(=O)NNC(=O)C2(C)CC2(Br)Br)cc1 (centres undefined),-2,i,i,i,i,i,i,0,i,i,i
Cn1ncc(Cl)c1C(=O)N1CCN(c2cccc(Cl)c2)CC1,1,i,i,i,i,i,i,0,i,i,i
Cc1ccc(/C=N/N=C/c2ccc(C)s2)s1,4,i,i,i,i,i,i,2,i,i,i
N#CC1C(C#N)N2CCCN2C1c1ccc(Br)cc1 (centres undefined),-3,i,i,i,i,i,i,9,i,i,i
Cc1c(-c2ccc(F)cc2)[n+](=O)c2c(n1[O-])CCCCC2,7,i,i,i,i,i,i,-10,-6.9*,i,i
Cc1[nH]c2ccccc2c1C(=O)CSc1ccc(F)cc1,1,i,i,i,i,i,i,-1,i,i,i
O=C(NCc1ccccc1)C1CCC(=O)N(CC2CCCCC2)C1 (centres undefined),3,i,i,i,i,i,i,-4,i,i,i
Cc1[nH]n2c(=O)c3c(nc2c1-c1ccccc1)CCC3,-5,i,i,i,i,i,i,2,i,i,i
Cc1ccccc1NC(=O)CCCCC(=O)Nc1ccccc1C,-5,i,i,i,i,i,i,-6,i,i,i
COc1ccc2[nH]c(C)c(C(=O)CN(C)CC3OCCO3)c2c1,-6,i,i,i,i,i,i,-4,·,i,i
COC(=O)c1cccc(NC(=O)CCCOc2ccccc2)c1,4,i,i,i,i,i,i,-1,i,i,i
O=S(=O)(/C=C/c1ccccc1)N1CCN(Cc2ccccc2)CC1,5,i,i,i,i,i,i,9,i,i,i
COc1ccc(-c2cc(-c3ccccc3)nc(NN)n2)cc1OC,0,i,i,i,i,i,i,24,i,i,i
Cc1cc(C(=O)NNC(=S)NCC2CCCO2)cs1 (centres undefined),14,i,i,i,i,i,i,-5,i,i,i
COCCN1C(=O)N[C@@H](c2ccco2)C(C(=O)OC)=C1C,-11,i,i,i,i,i,i,4,i,i,i
Cc1ccccc1OCCC(=O)OCC(=O)Nc1ccc(N2CCOCC2)cc1,-2,i,i,i,i,i,i,-4,i,i,i
COc1ccc(/C=C/CN2CCN(CC(C)C)C(CCO)C2)cc1 (centres undefined),0,i,i,i,i,i,i,3,i,i,i
O=C(c1ccccc1NS(=O)(=O)c1ccc(Cl)cc1)N1CCc2ccccc21,-1,i,i,i,i,i,i,2,i,i,i
CCCCOC(=O)c1ccc(NC(=O)C(=O)NCc2cccnc2)cc1,1,i,i,i,i,i,25*,-5,i,i,i
COc1cccc(/C=N/NC(=O)CNC(=O)c2ccco2)c1O,-5,i,i,i,i,i,i,5,i,i,i
O=C(Cc1cccs1)NCc1ccc(F)cc1,1,i,i,i,i,i,i,-1,i,i,i
COc1ccc(-c2nnc(-c3ccccc3O)o2)cc1,1,i,i,i,i,i,i,13,i,i,i
CC(C)C(NC(=O)c1ccc(F)cc1)C(=O)NCC1CCCO1 (centres undefined),-5,i,i,i,i,i,i,1,i,i,i
CC(C)c1ccc(O)c(N)c1,?,i,i,i,i,i,i,1,i,i,i
COc1cccc(N2CCN(C(=O)CCCCCNc3nc(=S)[nH]c4ccccc34)CC2)c1,3,i,i,i,i,i,i,17,i,i,i
COCCNc1nc2c(c(=O)n(C)c(=O)n2C)n1Cc1cccc(C(F)(F)F)c1,-5,i,i,i,i,i,i,-3,i,i,i
CCn1c(SCC(=O)N(C)C)nc2cc(S(=O)(=O)N3CCCCC3)ccc21,3,i,i,i,i,i,i,-8,i,i,i
CC(C)NC(=O)c1cc(-c2ccc(Br)cc2)on1,8,i,i,i,i,i,i,-2,i,i,i
Cc1cccc(C)c1N(C(=O)c1ccco1)C(C(=O)NC1CCCC1)c1ccncc1 (centres undefined),-9,i,i,i,i,i,i,1,i,i,i
Cc1ccc(NC(=S)N2CCC(N(C)CC3CCCO3)CC2)cc1C (centres undefined),-5,i,i,i,i,i,i,-18,i,i,i
COc1cc(OC)nc(Oc2ccccc2C(=O)Oc2ccc(F)cc2Cl)n1,14,i,i,i,i,i,i,2,i,i,i
CC1=C(C(=O)OCCOC(C)C)C(c2cccnc2)C2=C(CCCC2=O)N1 (centres undefined),-8,i,i,i,i,i,i,-3,i,i,i
O=C(CCCN1C(=O)/C(=C/c2ccccc2)SC1=S)Nc1ccccc1O,?,i,i,i,i,i,i,7,i,i,i
Cc1cc2cc3c(cc2nc1SCC(=O)Nc1nc(C)c(C)s1)OCO3,8,i,i,i,i,i,i,-7,i,i,i
COC(=O)c1ccccc1S(=O)(=O)N1CCC(C(=O)OC(C)C(=O)Nc2ccc(NC(C)=O)cc2)CC1 (centres undefined),4,i,i,i,i,i,i,17,i,i,i
NC(=O)CC(NC(=O)Cc1ccc(Br)cc1)c1ccc(N2CCC(N3CCCC3)CC2)c([N+](=O)[O-])c1 (centres undefined),3,i,i,i,i,i,i,-2,i,i,i
COc1ccc(N2CCN(C(CNC(=O)C(=O)NC3CC3)c3ccco3)CC2)cc1 (centres undefined),9,i,i,i,i,i,i,-4,i,i,i
COc1cc2c(C)nc3onc(-c4ccccc4)c3c2cc1OC,1,i,i,i,i,i,i,7,i,i,i
Cc1cccc(S(=O)(=O)NNC(=O)Cc2cccn2C)c1,-5,i,i,i,i,i,25*,-3,i,i,i
Cc1cc(-c2nnc(SCC(=O)Nc3ccc(F)cc3)n2N)n[nH]1,-2,i,i,i,i,i,i,-5,i,i,i
Cc1noc(C)c1S(=O)(=O)Nc1ccc(C(=O)NCCc2ccccc2)cc1,2,i,i,i,i,i,i,10,i,i,i
O=C(c1ccc(F)cc1)N1CCC(C(=O)N2CCN(S(=O)(=O)c3ccccc3Br)CC2)CC1,-4,i,i,i,i,i,i,0,i,i,i
Cc1ccnc(N2C(=O)c3ccc([N+](=O)[O-])cc3C2=O)c1,-2,i,i,i,i,i,i,14,i,i,i
O=C(Cn1cnc2c(nnn2Cc2ccccc2F)c1=O)N1CCN(c2ccccc2)CC1,-5,i,i,i,i,i,i,1,i,i,i
Cc1cc(Cn2ccnc2)c(C)c([N+](=O)[O-])c1Cn1ccnc1,0,i,i,i,i,i,i,2,i,i,i
CCCN(CCC)CCCNC(=S)Nc1ccc2nc(N3CCCC3)cc(C)c2c1,-6,i,i,i,i,i,i,-4,i,-8*,i
C/C(=N\Nc1ccc(F)cc1)c1ccncc1,·,i,i,i,i,i,i,1,i,i,i
CC(C)C(=O)NNC(=O)c1csc(-c2cccs2)n1,2,i,i,i,i,i,i,-2,i,i,i

# Among those listed so far, 2 have a CF3 group.
SMILES,HDAC3 inh,MrgX1 antagonist,MrgX1 PAM,RGS4 pot,RGS4 block,TRPC6 act,ANO1 block,SKKanGAS inh,ANO1 activ,TRPC6 inhibitor,MrgX1 ag
CC(C)Nc1nc(Oc2ccc(Cl)cc2Cl)cc(C(F)(F)F)n1,12,i,i,i,i,i,i,79*,i,i,i
COCCNc1nc2c(c(=O)n(C)c(=O)n2C)n1Cc1cccc(C(F)(F)F)c1,-5,i,i,i,i,i,i,-3,i,i,i

# (listing goes on)
SMILES,HDAC3 inh,MrgX1 antagonist,MrgX1 PAM,RGS4 pot,RGS4 block,TRPC6 act,ANO1 block,SKKanGAS inh,ANO1 activ,TRPC6 inhibitor,MrgX1 ag
CC(C)N1CCN(Cc2ccc(C#CC(C)(C)O)cc2)CC1CCO (centres undefined),1,i,i,i,i,i,i,-5,i,i,i
Cc1cc(C)n(CCCNC(=O)c2cc(COc3ccc(C)c(C)c3)on2)n1,5,i,i,i,i,i,i,-9,i,i,i
COC(=O)c1c(NC(=O)CC2SC(N)=NC2=O)sc2c1CCC(C(C)(C)C)C2 (centres undefined),?,i,i,i,12*,i,i,44,i,i,i
O=C1NCCN(C(=O)CCc2nnc(-c3ccsc3)o2)C1c1ccc(F)cc1 (centres undefined),0,i,i,i,i,i,i,-2,i,i,i
CCn1cc(NC(=O)Nc2ccc(OC)c(OC)c2)c(C(N)=O)n1,-6,i,i,i,i,i,i,-6,i,i,i
CCOc1ccc(NC(=O)Cc2ccc(S(=O)(=O)N3CCOCC3)s2)cc1OCC,-4,i,i,i,i,i,i,-2,i,i,i
Cc1cccc(N(C(=O)CCC(=O)Nc2cc(C)on2)C(C(=O)NC2CCCC2)c2ccccc2)c1 (centres undefined),4,i,i,i,i,i,i,0,i,i,i
Cc1nn(CC(=O)NCc2ccccn2)c(C)c1[N+](=O)[O-],3,i,i,i,i,i,i,-1,i,i,i
CC(=O)C1=C(O)C(=O)N(c2cccc(C(=O)O)c2)C1c1ccc(F)cc1 (centres undefined),-7,i,i,i,i,i,i,1,i,i,i
COC(=O)c1sccc1NC(=O)Cc1ccc(OC)c(OC)c1,-4,i,i,i,i,i,i,2,i,i,i
Nc1c(N(CCO)C(=O)C2CCCCC2)c(=O)[nH]c(=O)n1Cc1ccccc1,-7,i,i,i,i,i,i,-2,i,i,i
O=C(NCc1ccc2c(c1)OCO2)Nc1ccc(Cl)cc1,-4,i,i,i,i,i,i,?,i,i,i
O=C(CSc1nc2ccccc2[nH]1)c1c[nH]c2ccccc12,-1,-5.7*,i,i,i,i,i,-4,i,i,i
CC(=O)Nc1ccc(NC(=S)NC(=O)/C=C/c2ccco2)cc1,0,i,i,i,i,i,i,3,i,i,i
COc1ccc(CCNC(=O)C(=O)NCC2CCCN2S(=O)(=O)c2ccc(OC)cc2)cc1 (centres undefined),-5,i,i,-7.1*,i,i,i,-2,i,i,i
Cc1cc(NC(=O)CSc2nc3cc(Cl)ccc3c(=O)n2Cc2ccco2)no1,1,i,i,i,i,i,i,2,i,i,i
